GLS inh: inhibitors of human glutaminase (GLS); O94925; GLS enzymatic activity, qHTS titration; Potency, µM (series often up to 45.5 µM), inactives show top-dose activity change, negative = inhibition, actives largely listed as inhibitors; actives 0.21% (n = 410,000); AID 624170; further: on the % scale 0 is the no-effect control and ±100 the full control effect
Target sequence (O94925 whole entry, looked up): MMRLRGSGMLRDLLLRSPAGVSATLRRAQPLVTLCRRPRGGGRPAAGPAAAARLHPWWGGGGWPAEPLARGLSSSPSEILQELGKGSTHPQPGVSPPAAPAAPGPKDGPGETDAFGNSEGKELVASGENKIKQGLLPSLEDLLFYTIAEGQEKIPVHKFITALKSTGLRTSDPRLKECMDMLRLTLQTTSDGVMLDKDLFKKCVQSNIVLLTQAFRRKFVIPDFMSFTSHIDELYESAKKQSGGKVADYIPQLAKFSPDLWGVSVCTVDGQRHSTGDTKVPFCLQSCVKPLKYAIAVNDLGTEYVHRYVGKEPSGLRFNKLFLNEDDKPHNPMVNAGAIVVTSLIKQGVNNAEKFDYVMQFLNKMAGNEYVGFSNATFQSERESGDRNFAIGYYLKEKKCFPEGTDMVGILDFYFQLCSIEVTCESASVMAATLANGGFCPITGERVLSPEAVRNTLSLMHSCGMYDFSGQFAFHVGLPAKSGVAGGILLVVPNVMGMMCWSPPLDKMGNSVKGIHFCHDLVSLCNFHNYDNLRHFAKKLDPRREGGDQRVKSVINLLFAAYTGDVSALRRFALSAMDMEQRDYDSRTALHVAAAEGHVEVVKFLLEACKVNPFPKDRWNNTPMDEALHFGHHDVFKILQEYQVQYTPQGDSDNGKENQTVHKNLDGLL
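hKGA; 45 mM KH2PO4 pH 8.2 + 0.02% Tween-20; cpd via pin tool; 1 mM Gln soln; GluOx/HRP/Amplex Red; RT 30 min; fluor. t0 & final.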
TrxR1 inh: blocks rat thioredoxin reductase 1; O89049; recombinant rTrxR1, NADPH fluorescence consumption, selenite substrate; Potency, µM (top dose mostly 114 µM), inactives show at the top dose activity change, negative = inhibition, actives largely listed as inhibitors; actives 1% (n = 390,000); further: on the % scale 0 is the no-effect control and ±100 the full control effect; nearly all actives have a fitted effect of over 65% in size
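Rat TrxR1 (90 nM in the dispensed reagent) was pre-reduced with 400 uM NADPH for 5 min at room temperature, then incubated with compound for 15 min. After 400 uM selenite was added, NADPH fluorescence (Ex 340/Em 450 nm) was followed for 8 min.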
ALOX12 inh: inhibitors of human 12S-lipoxygenase ALOX12. P18054. purified 12hLO, xylenol orange hydroperoxide absorbance. Potency, µM (top dose mostly 108 µM), without a hit: at the highest dose activity change, negative = inhibition, most hits filed as inhibitors. actives 1.1% (n = 580,000); further: on the % scale 0 is the no-effect control and ±100 the full control effect
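Purified human 12hLO (150 nM final) in 25 mM Hepes, 0.01% Triton X-100, pH 7.0 was preincubated 15 min at room temperature with compound. Then 40 uM arachidonic acid was added, 30 min. Hydroperoxide was read by Fe-XO absorbance ratio 573/405 nm.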
ERG-DNA inh: ERG Ets/DNA interaction inhibition. actives 0.028% (n = 370,000). Potency, µM (titrated, usually from 76.9 µM), for the others: at the highest dose FP activity, negative = inhibition, actives largely listed as inhibitors. AID 624246. P11308. fluorescence polarization, His-ERG Ets domain / labelled DNA; active means well fitted inhibition curve with a large enough effect in the polarisation, with a control signal flat; inconclusive means small, poorly fitted or top-dose-only effect, or effect the other way, or a change in a side signal; inactive means no such curve, though single readings can be large or run the other way; the % refers to the polarisation;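 further: polarization taken with two DNA probes labelled with fluorescein and Texas red; % of control where 0% means no effect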
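His-tagged ERG Ets domain (1 uM in the protein solution; 300mM KCl, 50mM Tris-HCl, 1mM EDTA, 1mM DTT, pH 7.5) received compound, then a probe mix of 5 nM fluorescein-DNA and 100nM Texas-615-DNA. Fluorescence polarization was read for both dyes.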
RGS4 inhibitor: human RGS4 inhibition. actives 0.039% (n = 390,000). Potency, µM (highest dose often 114 µM), without a hit: at the highest dose activity change, negative = inhibition, actives largely listed as inhibitors. Transcreener GDP fluorescence polarization, RGS4-accelerated GTP hydrolysis. AID 504845; further: on the % scale 0 is the no-effect control and ±100 the full control effect; nearly all actives have a fitted effect of over 75% in size; some results filed as inactive show a strong effect at the top dose
Target sequence (P49798 whole entry, looked up): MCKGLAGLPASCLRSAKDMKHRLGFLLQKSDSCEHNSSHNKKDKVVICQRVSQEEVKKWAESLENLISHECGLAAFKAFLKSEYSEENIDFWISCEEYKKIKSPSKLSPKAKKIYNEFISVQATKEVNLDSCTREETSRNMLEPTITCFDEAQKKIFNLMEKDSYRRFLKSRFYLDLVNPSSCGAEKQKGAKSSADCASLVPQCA
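MLSMR compounds (23 nl, pin-transferred) preincubated 10 min at room temperature with a 500nM (2x) first reagent, then RGS4 at 900nM (2x) plus Transcreener GDP mix added; fluorescence polarization (620/688 nm) read before and after 90 min at 30 °C.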
Pin1 inh: human Pin1 inhibition; AID 504891; Potency, µM (top dose mostly 115 µM), for inactives: at the top dose activity, negative = inhibition, most hits filed as inhibitors; Pin1 FP peptide displacement, HiFluor488, 10 min; actives 0.009% (n = 390,000); Q13526; active means well fitted inhibition curve with a large enough effect in the polarisation, with a control signal flat, not every such curve was filed as active; inconclusive means small, poorly fitted or top-dose-only effect, or effect the other way, or a change in a side signal; inactive means no such curve, though single readings can be large or run the other way; the % refers to the polarisation; further: on the % scale 0 is the no-effect control and ±100 the full control effect
Target sequence (Q13526 whole entry, looked up): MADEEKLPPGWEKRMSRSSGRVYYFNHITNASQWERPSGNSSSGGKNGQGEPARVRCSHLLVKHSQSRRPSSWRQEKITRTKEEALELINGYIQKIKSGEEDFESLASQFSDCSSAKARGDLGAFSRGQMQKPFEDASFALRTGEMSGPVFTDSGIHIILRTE
HP1b chromo inh: HP1-beta chromodomain-methylated histone interaction inhibition; P83916; AlphaScreen HP1-beta / biotin-H3K9me3 peptide binding; Potency, µM (doses to about 114 µM), without a hit: top-dose activity change, negative = inhibition, hits mostly inhibitors; actives 0.56% (n = 390,000); further: nearly all actives have a fitted effect of over 70% in size; inactives centre near 23
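Compound inhibition of the preformed complex between 50 nM HP1-beta and 50 nM biotinylated H3K9me3 peptide was read by AlphaScreen. Buffer was PBS pH 7.4 with 0.01% Tween-20. Incubations ran 30 min at room temperature, with 10 ug/mL donor/acceptor beads.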
PGK inhibitor: blocks T. brucei phosphoglycerate kinase; Potency, µM (top dose mostly 57.5 µM), for the others: at the highest dose activity change, negative = inhibition, actives largely listed as inhibitors; AID 602233; PGK/GAPDH coupled, Kinase-Glo luminescence, 60 min; actives 0.043% (n = 380,000); further: on the % scale 0 is the no-effect control and ±100 the full control effect; nearly all actives have a fitted effect of over 60% in size
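Luminescent ATP detection (Kinase-Glo Plus) follows a 60-minute room-temperature incubation, with wells lacking PGK as controls. Buffer: 100 mM TEA (pH 7.6), 5 mM MgCl2, 0.01% Tween-20. Coupling enzyme GAPDH (100 nM final) supplies unstable 1,3-BPG in-well.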
JMJD2A Tudor inh: blocks the human JMJD2A Tudor domain | O75164 | AlphaScreen JMJD2A-Tudor / H3K4me3 peptide binding | Potency, µM (doses to about 114 µM), inactives show at the top dose activity change, negative = inhibition, most hits filed as inhibitors | actives 4.4% (n = 390,000) | AID 504339; further: on the % scale 0 is the no-effect control and ±100 the full control effect; nearly all actives have a fitted effect of over 50% in size
* marks the source's active call; other numbers are inactive results; i = inactive; ? = inconclusive; nt = no result given; & = joins results of further samples; [ ] = another dose, or the depositor's remark. Unless noted, the call rests on the fitted dose curve; in most records, active means well fitted curve in the direction sought with a large enough effect; inconclusive means small, poorly fitted or top-dose-only effect, or another doubt; inactive means no such curve, though single readings can be large; an effect the other way counts as inactive or inconclusive. Potency means the concentration at half of the fitted maximal effect. Some of the compounds tested; count on the stated rates, not on these rows.

| GLS inh | canonical_smiles | TrxR1 inh | ALOX12 inh | ERG-DNA inh | RGS4 inhibitor | Pin1 inh | HP1b chromo inh | PGK inhibitor | JMJD2A Tudor inh |
| --- | --- | --- | --- | --- | --- | --- | --- | --- | --- |
| ? | O=C(O)COc1ccccc1/C=N/Nc1ccc(S(=O)(=O)Nc2ccc(Cl)cc2)cc1[N+](=O)[O-] | 4% | 32µM* | -2% | -12% | nt | ? | ? | ? |
| -5% | Cc1cc(NC(=O)CSc2nccn2-c2cccc(Cl)c2)no1 | -5% | 19%&-7% | 9% | 4% | -2% | 3% | -9% | -21% |
| -1% | Cc1ccc(SCC(=O)NC2CC3CCC(C2)N3C)cc1 (configuration not stated) | 18% | 0% | 5% | -2% | -4% | 22% | 7% | 0% |
| -1% | CNC(=O)c1cccnc1Nc1cccc(C(F)(F)F)c1 | 17% | -15% | -8% | -8% | -6% | 40% | -2% | -6% |
| 8% | CCOC(=O)C1=C(C)NC(=O)NC1c1cn(-c2ccccc2)nc1-c1cccs1 (configuration not stated) | 8% | -14% | nt | 15% | 5% | 9% | nt | -33% |
| 20% | COc1ccc2[nH]cc(CCNC(=O)C3CCCCC3)c2c1 | 25% | 0% | -2% | 3% | -5% | 21% | -9% | -19% |
| 18% | CCCCCCSc1cccc(-c2nc3ccc(C)cn3c2NCc2ccccc2)c1 | 49% | ? | 16% | 22% | -12% | 50%[activator] | -3% | ? |
| 4% | COc1ccccc1Nc1ncnc2c1nc1n2CCCCC1 | -15% | -18% | -2% | -21% | -6% | 32% | -5% | -11% |
| -6% | Cc1cccc(CN2C(=O)CSc3ccc(C(=O)NC4CC4)cc32)c1 | 12% | 1% | -8% | 9% | -1% | 19% | -3% | -1% |
| -1% | CC(C)CC(=O)Nc1ccccc1N1CCN(C(=O)c2ccccc2)CC1 | -4% | -5% | -9% | -39% | ? | -9% | 2% | -35% |
| 0% | CCN(CC)S(=O)(=O)c1ccc(C(=O)NCc2ccc(C)cc2)cc1 | 11% | 29% | 12% | -7% | -2% | 60%[activator] | -1% | -4% |
| 8% | CSCCC(NS(=O)(=O)c1ccc(C)cc1)C(=O)NCCc1c[nH]c2ccccc12 (configuration not stated) | 21% | nt | 1% | -9% | 4% | -4% | -1% | ? |
| 8% | O=c1[nH]c(O)c(/C=C2\C=Nc3ccc(Br)cc32)[nH]1 | 12% | ? | 1% | 3% | -1% | 12% | i | -14% |
| 0% | CCOC(=O)c1ccc(NNC(C)=O)c([N+](=O)[O-])c1 | 7% | -21% | -1% | 3% | 2% | 32% | -4% | -10% |
| -15%&8% | COc1cccc(NC(=O)CCc2nc(-c3cccs3)no2)c1 | 18%[57.1 µM] | 0% | -19%&0% | -44%[56.9 µM] | -11%&-1% | 14%&44% | 5% | -10%&-4% |
| ? | Cc1ccc(S(=O)(=O)n2c([N+](=O)[O-])cnc2C)c(C)c1C | 0% | ? | 3% | ? | 1% | ? | -7% | ? |
| -22% | CCc1ccc(Nc2ncc3c(n2)CC(c2ccc(OC)cc2)CC3=O)cc1 (configuration not stated) | -2% | -3% | 3% | -6% | -3% | 11% | -10% | -23% |
| -2% | O=C(O)CCNC(=O)/C(=C/C=C/c1ccccc1)NC(=O)c1ccccc1 | 7% | -15% | 0% | 10% | 0% | 19% | nt | -18% |
| -2% | CCOC(=O)C(C)S(=O)(=O)c1ccc(C(F)(F)F)cn1 (configuration not stated) | 6%[57.1 µM] | 8% | -5% | 43% | 1% | 41%[activator] | -4% | 9% |
| -1% | CCC(=O)NCCCNc1nc2c(C)cccc2cc1C#N | 24%[57.1 µM] | -5% | 2% | 4% | -2% | 11% | -3% | -13% |
| 43%[activator] | CCCC(=O)Nc1ccc(C(=O)NNC(=S)NC(=O)c2cccs2)cc1 | -23% | -10% | nt | -31% | -2% | 29% | nt | -24% |
| 12% | CCc1ccc(Nc2ccc(S(=O)(=O)N3CCOCC3)cc2[N+](=O)[O-])cc1 | -19% | -14% | 9% | -2% | -5% | ? | -3% | 11µM* |
| 17% | CC(C)Cc1nnc(NC(=O)CCC(=O)N2CCN(c3ccc(Cl)cc3)CC2)s1 | -12% | -17% | 5% | -4% | 8% | 31% | -5% | -2% |
| 12% | CCCCC(=O)Nc1ccc(C(=O)NNC(=O)c2ccccc2Br)cc1 | 27% | 25% | 2% | 26% | -12% | 15% | -8% | -21% |
| 16% | O=C(Cc1ccccc1Cl)NNC(=O)Nc1ccccc1 | -3% | 24% | 13% | 2% | 3% | 32% | 4% | 0% |
| -14% | CC1(C)NC(C(=O)O)Cc2c1[nH]c1ccccc21 (configuration not stated) | -46% | ? | 2% | -22% | -11% | -1% | i | -17%[11.4 µM] |
| 6% | C[C@H]1CN([C@@H](C)CO)C(=O)c2cccc(NC(=O)C3CC3)c2O[C@H]1CN(C)S(=O)(=O)c1ccccc1 | -7% | -13% | 3% | 4% | -5% | 33% | i | -22% |
| -8% | CN(C)c1nc(N)c(C(=O)N=C(N)N)nc1Cl | ? | 0% | 5% | 20%[56.9 µM] | -6% | 16% | i | -30% |
| 3% | Cc1nn2c(-c3ccncc3)nnc2c2ccccc12 | 19%[57.1 µM] | 20% | 1% | -13% | -3% | 17% | i | -15% |
| -4% | COc1ccc(-c2cc(C3CCN(c4ncccc4[N+](=O)[O-])CC3)[nH]n2)cc1 | 10% | 0% | -14% | -32% | ? | ? | -11% | 56µM* |

Some of the entries so far, with two lines to a compound:
Values run as follows: GLS inh | TrxR1 inh | ALOX12 inh | ERG-DNA inh | RGS4 inhibitor | Pin1 inh | HP1b chromo inh | PGK inhibitor | JMJD2A Tudor inh
> Cc1nn2c(-c3ccncc3)nnc2c2ccccc12
→ 3% | 19%[57.1 µM] | 20% | 1% | -13% | -3% | 17% | i | -15%
> COc1ccc(-c2cc(C3CCN(c4ncccc4[N+](=O)[O-])CC3)[nH]n2)cc1
→ -4% | 10% | 0% | -14% | -32% | ? | ? | -11% | 56µM*

The listing picks up, starting four compounds before the break.
| GLS inh | canonical_smiles | TrxR1 inh | ALOX12 inh | ERG-DNA inh | RGS4 inhibitor | Pin1 inh | HP1b chromo inh | PGK inhibitor | JMJD2A Tudor inh |
| --- | --- | --- | --- | --- | --- | --- | --- | --- | --- |
| 6% | C[C@H]1CN([C@@H](C)CO)C(=O)c2cccc(NC(=O)C3CC3)c2O[C@H]1CN(C)S(=O)(=O)c1ccccc1 | -7% | -13% | 3% | 4% | -5% | 33% | i | -22% |
| -8% | CN(C)c1nc(N)c(C(=O)N=C(N)N)nc1Cl | ? | 0% | 5% | 20%[56.9 µM] | -6% | 16% | i | -30% |
| 3% | Cc1nn2c(-c3ccncc3)nnc2c2ccccc12 | 19%[57.1 µM] | 20% | 1% | -13% | -3% | 17% | i | -15% |
| -4% | COc1ccc(-c2cc(C3CCN(c4ncccc4[N+](=O)[O-])CC3)[nH]n2)cc1 | 10% | 0% | -14% | -32% | ? | ? | -11% | 56µM* |
| -15% | CSc1nc(-c2ccco2)cc(-c2ccccc2)c1C#N | -3%[57.1 µM] | ? | -13% | -5%[11.4 µM] | 2% | 161%[activator] | -6% | -10%[11.4 µM] |
| 11% | Cc1c(NC(=O)c2nn3c(c2Br)NC(c2ccccc2)CC3C(F)(F)F)c(=O)n(-c2ccccc2)n1C (configuration not stated) | -6% | -19% | nt | 10% | 5% | 11% | 1% | -10% |
| 12% | CC(Nc1cc(N2CCOCC2)ccc1[N+](=O)[O-])c1ccccc1 (configuration not stated) | -10% | 20% | -5% | -15% | 11% | -16% | 2% | -21% |
| 5% | CCC(C)NC(=O)Cn1c(-c2cccs2)cc2cc(Cl)ccc21 (configuration not stated) | 23% | -21% | 1% | 4% | 5% | 22% | -3% | 1% |
| 0% | O=C1CC(C(=O)N2CCN(c3ccccc3Cl)CC2)CN1Cc1ccccc1 (configuration not stated) | -30% | -6% | -5% | 13% | -6% | 26% | 2% | -14% |

A few values from the results shown.
Reading for Cc1nn2c(-c3ccncc3)nnc2c2ccccc12 under TrxR1 inh: 19%[57.1 µM]
Reading for CSCCC(NS(=O)(=O)c1ccc(C)cc1)C(=O)NCCc1c[nH]c2ccccc12 (configuration not stated) under RGS4 inhibitor: -9%
Reading for O=C1CC(C(=O)N2CCN(c3ccccc3Cl)CC2)CN1Cc1ccccc1 (configuration not stated) under HP1b chromo inh: 26%
Reading for COc1ccc(-c2cc(C3CCN(c4ncccc4[N+](=O)[O-])CC3)[nH]n2)cc1 under JMJD2A Tudor inh: 56µM*
Reading for CCCC(=O)Nc1ccc(C(=O)NNC(=S)NC(=O)c2cccs2)cc1 under ALOX12 inh: -10%
